Assay outcomes deposited in PubChem BioAssay by several laboratories.
GRK2 aptamer HTS – inhibitors of human GRK2 displacing RNA aptamer; inhibition of aptamer binding, % at 10 µM; actives 0.59% (n = 330,000); bead flow cytometry, FAM-aptamer displacement from GRK2; P25098;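 active = inhibition of aptamer binding above 40%, roughly 3 SD of noise, on plates passing a quality check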;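 also: median bead fluorescence of bound FAM aptamer so fluorescent compounds give negative values; no value below 0 was filed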
PME-1 primary – blocks human protein phosphatase methylesterase 1 | Q9Y570 | recombinant PME-1, FP-Rh probe fluorescence polarization | inhibition, % at 5.9 µM | actives 0.53% (n = 320,000) | AID 2130;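 active = inhibition above the campaign mean of all compounds plus 3 SD, cut at about 26% in these data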;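 also: competitive labeling of PME-1 active site by serine hydrolase directed probe; 0% = PME-1 with DMSO and 100% = wells lacking PME-1 enzyme; inhibitors block probe labeling so polarization falls and inhibition rises; many of its hits are not listed in these tables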
BCLXL inh – blocks human Bcl-xL binding to Bim BH3 peptide. actives 0.7% (n = 320,000). AID 2129. Q07817. GST-Bcl-xL / FITC-Bim BH3 peptide fluorescence polarization. inhibition, % at 10.9 µM;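 active = inhibition above the mean of all tested compounds plus 3 SD, cutoff set per campaign, cut at about 30% in these data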;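 also: 0% = DMSO wells and 100% = unlabeled Bim-BH3 peptide competitor; inhibitors lower millipolarization by displacing the labeled peptide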
Target sequence (Q07817 whole entry, looked up): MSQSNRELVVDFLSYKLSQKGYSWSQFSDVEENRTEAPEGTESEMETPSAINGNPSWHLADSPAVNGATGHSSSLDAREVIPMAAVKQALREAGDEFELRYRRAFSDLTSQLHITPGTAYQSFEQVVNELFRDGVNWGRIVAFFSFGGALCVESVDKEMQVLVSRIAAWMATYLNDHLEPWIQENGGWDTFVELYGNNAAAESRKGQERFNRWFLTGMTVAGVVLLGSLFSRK
Efflux pump mplx – inhibitors of Candida antifungal efflux pumps expressed in yeast; S. cerevisiae Candida pump triplex, Nile Red efflux; inhibition, % at 10 µM; actives 0.44% (n = 330,000);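 active = plate passing quality check with inhibition over a set limit, or well fluorescence over plate mean plus 4 SD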;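 also: Nile Red retained in pooled yeast measured as flow cytometry median fluorescence; 0% = buffer negative control and 100% = Enniatin B positive control; higher means more Nile Red kept so more efflux inhibition; some compounds called inactive have numbers as strong as hits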
GLD-1 TGE inh – GLD-1-TGE RNA interaction inhibition (C. elegans); purified GLD-1 + fluorescein TGE RNA, fluorescence polarization; inhibition, % at 5.96 µM; actives 0.44% (n = 320,000); AID 2280;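 active = percent inhibition above a per-plate cutoff, the plate mean of test compounds plus 3 SD, cut at about 30% in these data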;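 also: 0% = DMSO wells with GLD-1 and probe and 100% = wells lacking GLD-1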
MCL1-BIM inh – disrupts human MCL1 binding to BIM-BH3 peptide; Q07820; GST-MCL1 / FITC-Bim-BH3 fluorescence polarization; inhibition, % at 10.9 µM; actives 0.68% (n = 320,000); AID 2057;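 active = inhibition above the mean inhibition of all tested compounds plus 3 SD, set per campaign, cut at about 40% in these data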;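 also: 0% = DMSO wells and 100% = unlabeled Bim-BH3 peptide control; higher means more loss of mP so more displacement of Bim peptide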
Fam108B counter – counter-screen for RBBP9 inhibitors: inhibitors of mouse Fam108B; actives 0.33% (n = 300,000); recombinant Fam108B, FP-Rh probe fluorescence polarization; inhibition, % at 9.51 µM;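 active = inhibition above the screen mean inhibition plus 3 SD, computed separately per campaign, cut at about 18% in these data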;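 also: inhibitors lower polarization as less probe binds the enzyme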
MEX-5 binding – C. elegans MEX-5 TCR-2 RNA binding activity; Q9XUB2; MEX-5/FITC-TCR2 RNA binding, fluorescence polarization; active compounds read low; activity score (negative = inhibition of binding), % at 10 µM; actives 0.38% (n = 300,000);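 active = inhibition past about -25% in most replicates, and total fluorescence under double the plate's negative control median, limit read from the data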;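 also: 0% = DMSO and -100% = 5 µM competing unlabeled TCR2 RNA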
Target sequence (Q9XUB2 whole entry, looked up): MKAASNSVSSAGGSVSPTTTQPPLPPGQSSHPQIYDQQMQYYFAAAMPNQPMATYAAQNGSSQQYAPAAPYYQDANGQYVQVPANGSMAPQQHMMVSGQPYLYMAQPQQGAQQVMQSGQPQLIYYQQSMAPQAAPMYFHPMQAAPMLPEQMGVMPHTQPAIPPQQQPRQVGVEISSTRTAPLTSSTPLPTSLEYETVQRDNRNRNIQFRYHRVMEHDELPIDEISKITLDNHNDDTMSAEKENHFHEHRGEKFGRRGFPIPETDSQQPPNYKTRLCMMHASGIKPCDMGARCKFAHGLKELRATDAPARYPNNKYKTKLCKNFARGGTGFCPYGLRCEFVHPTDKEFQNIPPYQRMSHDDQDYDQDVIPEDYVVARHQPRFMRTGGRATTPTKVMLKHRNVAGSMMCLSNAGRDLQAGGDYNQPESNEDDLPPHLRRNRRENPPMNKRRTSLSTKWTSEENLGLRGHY
VLA-4 inh – inhibition in a human VLA-4 binding assay; P13612; VLA-4 expressing cells, ligand binding flow cytometry; inhibition, % (about 7 µM as worked out from the volumes in the protocol); actives 0.2% (n = 330,000); in the data active = inhibition above about 50%
* hit, by the source's call; / = no result given. An excerpt (hit frequency here may not be typical).

No.	Molecule	GRK2 aptamer HTS	PME-1 primary	BCLXL inh	Efflux pump mplx	GLD-1 TGE inh	MCL1-BIM inh	Fam108B counter	MEX-5 binding	VLA-4 inh
1	COc1cccc(C2C(C#N)=C(N)OC3=C2C(=O)CCC3)c1OC(=O)c1ccco1 (stereo not given)	3	-4	3	0.0	4	5	-10	0.1	17
2	C=CCOc1cccc(/C=C2\C(=O)N(Cc3ccc(C)cc3)C(C)=C2C(=O)OC)c1	1	-11	-7	0.5	-10	-23	-7	1.6	20
3	Cc1cc(C(=O)NC2CCCCC2C)c2ccccc2n1 (stereo not given)	0	7	-1	0.1	5	-13	1	-0.8	-7
4	N#CC1=C(N)Nc2ncnn2C1c1ccc([N+](=O)[O-])cc1 (stereo not given)	3	0	1	0.1	-1	-1	-1	1.3	-8
5	Cc1ccc(-c2cn(C[C@H]3CC[C@@H]([C@@H]4CC[C@H](Cn5cc(-c6ccc(C)cc6)nn5)O4)O3)nn2)cc1	0	2	-1	0.6	3	2	1	1.0	18
6	O=C(CCSc1nc2ccccc2o1)Nc1ccccc1	7	3	0	0.2	-5	1	5	-2.0	-7
7	COc1ccc(NS(=O)(=O)c2cc(NC(=O)c3cc(=O)c4ccccc4o3)ccc2OC)cc1	0	-31	3	0.1	2	-8	-21	1.8	-15
8	O=C1Nc2ccccc2CCC1Sc1nnc(-c2ccc(Cl)cc2)s1 (stereo not given)	0	-17	5	0.0	-4	3	-8	-1.4	-6

The list goes on.
No.	Molecule	GRK2 aptamer HTS	PME-1 primary	BCLXL inh	Efflux pump mplx	GLD-1 TGE inh	MCL1-BIM inh	Fam108B counter	MEX-5 binding	VLA-4 inh
9	CC1=C(C(=O)Nc2ccc(Cl)cc2C(=O)N2CCC(C(N)=O)CC2)SCCO1	1	-3	5	0.8	-5	-3	7	0.5	0
10	COc1ccc(S(=O)(=O)N2CCCC(C(=O)NCc3ccncc3)C2)cc1Cl (stereo not given)	2	2	6	0.0	6	8	-1	1.1	4
11	Cc1[nH]c(C(=O)N/N=C/c2ccc(C(=O)O)cc2)c(C)c1C(=O)N/N=C/c1ccc(C(=O)O)cc1	1	-9	2	0.1	1	9	-7	-1.2	-17
12	COc1ccc(NC(=O)N2CCCC2C(=O)Nc2cccc(C)c2C)cc1 (stereo not given)	0	2	9	0.0	-3	9	2	1.1	-11
13	Cc1cccc(C)c1NC(=O)COC(=O)c1cc(S(=O)(=O)Nc2ccc(Cl)cc2)ccc1O	0	/	/	0.7	4	/	/	/	27
14	CCn1nc(C)c(/C=N/NC(=O)c2ccoc2C)c1C	1	-1	6	0.0	0	9	2	-0.5	14
15	CN(CCC#N)c1ccc(/C=C(\C#N)c2ccccn2)cc1	0	11	3	0.0	-53	-2	-1	-17	11
16	Cc1c(Cl)c(C(=O)NNC(=S)Nc2ccccc2)nn1C	4	9	7	0.0	5	7	6	-0.7	-2

Some of the entries above in another layout:
12: COc1ccc(NC(=O)N2CCCC2C(=O)Nc2cccc(C)c2C)cc1 (stereo not given)
13: Cc1cccc(C)c1NC(=O)COC(=O)c1cc(S(=O)(=O)Nc2ccc(Cl)cc2)ccc1O
14: CCn1nc(C)c(/C=N/NC(=O)c2ccoc2C)c1C
15: CN(CCC#N)c1ccc(/C=C(\C#N)c2ccccn2)cc1

Compound	12	13	14	15
GRK2 aptamer HTS	0	0	1	0
PME-1 primary	2	/	-1	11
BCLXL inh	9	/	6	3
Efflux pump mplx	0.0	0.7	0.0	0.0
GLD-1 TGE inh	-3	4	0	-53
MCL1-BIM inh	9	/	9	-2
Fam108B counter	2	/	2	-1
MEX-5 binding	1.1	/	-0.5	-17
VLA-4 inh	-11	27	14	11

Whole records, quoted from the list.
Entry for Cc1[nH]c(C(=O)N/N=C/c2ccc(C(=O)O)cc2)c(C)c1C(=O)N/N=C/c1ccc(C(=O)O)cc1 = GRK2 aptamer HTS: 1; PME-1 primary: -9; BCLXL inh: 2; Efflux pump mplx: 0.1; GLD-1 TGE inh: 1; MCL1-BIM inh: 9; Fam108B counter: -7; MEX-5 binding: -1.2; VLA-4 inh: -17
Entry for COc1ccc(NC(=O)N2CCCC2C(=O)Nc2cccc(C)c2C)cc1 (stereo not given) = GRK2 aptamer HTS: 0; PME-1 primary: 2; BCLXL inh: 9; Efflux pump mplx: 0.0; GLD-1 TGE inh: -3; MCL1-BIM inh: 9; Fam108B counter: 2; MEX-5 binding: 1.1; VLA-4 inh: -11

Reformatted: results already given.
15) CN(CCC#N)c1ccc(/C=C(\C#N)c2ccccn2)cc1
  GRK2 aptamer HTS: 0
  PME-1 primary: 11
  BCLXL inh: 3
  Efflux pump mplx: 0.0
  GLD-1 TGE inh: -53
  MCL1-BIM inh: -2
  Fam108B counter: -1
  MEX-5 binding: -17
  VLA-4 inh: 11
16) Cc1c(Cl)c(C(=O)NNC(=S)Nc2ccccc2)nn1C
  GRK2 aptamer HTS: 4
  PME-1 primary: 9
  BCLXL inh: 7
  Efflux pump mplx: 0.0
  GLD-1 TGE inh: 5
  MCL1-BIM inh: 7
  Fam108B counter: 6
  MEX-5 binding: -0.7
  VLA-4 inh: -2

The results go on.
Codes: A = GRK2 aptamer HTS; B = PME-1 primary; C = BCLXL inh; D = Efflux pump mplx; E = GLD-1 TGE inh; F = MCL1-BIM inh; G = Fam108B counter; H = MEX-5 binding; I = VLA-4 inh
#17 CCOc1ccc2[nH]c(=O)c(CN(CCCO)C(C)=O)cc2c1
  A: 0	B: 0	C: 0	D: -0.1	E: -1	F: -2	G: -5	H: -1.7	I: -4

#18 Nc1nc(C(=O)N2CCOCC2)nn1C(=O)c1ccc(Cl)cc1
  A: 2	B: -5	C: 2	D: 0.1	E: 8	F: 3	G: 0	H: 2.4	I: 20

#19 CCc1ccc(C(=O)OCC(=O)c2c(N)n(CC(C)C)c(=O)n(C)c2=O)cc1
  A: 0	B: -9	C: -5	D: -0.1	E: -1	F: -1	G: -1	H: 1.6	I: 17

#20 CC(C)[C@H](NS(=O)(=O)c1cccc(C(F)(F)F)c1)C(=O)OCC(N)=O
  A: 2	B: -2	C: 0	D: -0.1	E: -1	F: 6	G: -2	H: 2.5	I: -13

#21 O=C(Nc1ccc(F)cc1)C(Sc1nnc2ccccn12)c1ccccc1 (stereo not given)
  A: 0	B: -3	C: 5	D: 0.0	E: 4	F: 3	G: 3	H: -0.3	I: 22

#22 Oc1ccc[n+](CC(O)c2ccccc2)c1 (stereo not given)
  A: 1	B: -3	C: -2	D: 0.1	E: -2	F: -2	G: 2	H: 2.7	I: 5

#23 O=C(C1=C(O)C(=O)N(CCCn2ccnc2)C1c1ccccc1)c1ccco1 (stereo not given)
  A: 1	B: 4	C: 8	D: 0.0	E: 2	F: -3	G: -2	H: -4.2	I: -3

#24 CNC[C@H](Cc1ccccc1)NC[C@@H](Cc1cccc2ccccc12)NCCc1ccc(C)cc1
  A: 0	B: 3	C: 2	D: -0.1	E: 5	F: 5	G: 0	H: 46	I: 34

#25 Cn1c(SCC(=O)Nc2cccc(NC(=O)c3cccs3)c2)nnc1-c1ccncc1
  A: 1	B: 3	C: 1	D: -0.1	E: 0	F: -3	G: -1	H: 0.7	I: 2

#26 Cc1nc2ncnn2c(C)c1CCC(=O)NCCCN1CCN(c2cccc(Cl)c2)CC1
  A: 0	B: -4	C: 6	D: 0.1	E: -3	F: 3	G: 4	H: -1.5	I: 3

#27 CCOc1ccc(C(CC(=O)O)NC(=O)c2cccs2)cc1 (stereo not given)
  A: 2	B: 0	C: 2	D: 0.1	E: -3	F: 7	G: -4	H: 0.1	I: 4

#28 O=S(=O)(NC1=NCCC1)c1cccc(NS(=O)(=O)c2ccc(F)c(Cl)c2)c1
  A: 0	B: -4	C: 4	D: 0.1	E: 2	F: 7	G: /	H: /	I: 8
